Screening data: PubChem, National Center for Advancing Translational Sciences (NCATS)
Luciferase inh: Firefly luciferase inhibition profiling of diverse chemical library using quantitative high-throughput screening. Luciferin 4-monooxygenase (Photinus pyralis), P08659. purified P. pyralis luciferase, luminescence, biochemical. Potency, µM (series often up to 115 µM), without a hit: top-dose activity change, negative = inhibition, actives largely listed as inhibitors. hit rate 2.5% among 76,000. AID 1347043, 2019; further: potency means the concentration at half of the fitted maximal effect; nearly all actives have a fitted effect of over 65% in size
Target sequence (P08659 whole entry, looked up): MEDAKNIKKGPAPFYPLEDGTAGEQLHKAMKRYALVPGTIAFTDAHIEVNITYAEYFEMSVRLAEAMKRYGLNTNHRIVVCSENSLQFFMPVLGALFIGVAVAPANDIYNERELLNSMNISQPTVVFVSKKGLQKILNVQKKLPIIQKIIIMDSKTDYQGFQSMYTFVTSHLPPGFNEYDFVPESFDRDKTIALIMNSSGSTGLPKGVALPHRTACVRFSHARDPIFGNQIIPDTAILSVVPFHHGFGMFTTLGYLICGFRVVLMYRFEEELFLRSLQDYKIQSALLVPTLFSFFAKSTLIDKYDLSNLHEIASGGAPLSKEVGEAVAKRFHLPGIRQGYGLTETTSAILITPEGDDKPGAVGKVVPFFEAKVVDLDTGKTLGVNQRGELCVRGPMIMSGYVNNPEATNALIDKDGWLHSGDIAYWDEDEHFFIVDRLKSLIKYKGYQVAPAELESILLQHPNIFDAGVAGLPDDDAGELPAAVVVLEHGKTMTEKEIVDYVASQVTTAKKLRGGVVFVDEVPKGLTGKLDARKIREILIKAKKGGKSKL
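Cell-free enzyme assay, 10nM P. pyralis luciferase, luciferin and ATP each at 10uM. Inhibition profiled over a 6-point titration, read as luminescence.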
HEK293 viab: GF-AFC viability counterscreen for inhibitors of alpha-synuclein gene (SNCA) expression; HEK-293-SNCA-luc viability, GF-AFC fluorescence, 24 h; Potency, µM (top dose mostly 57.1 µM), inactives show top-dose activity change, negative = cytotoxicity, actives largely listed as cytotoxic; hit rate 0.12% among 150,000; AID 1671193, 2021;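 further: potency means the concentration at half of the fitted maximal effect; 0% = DMSO-treated cells and -100% = medium-only wells without cells; nearly all actives have a fitted effect of over 30% in size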
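HEK-293-SNCA-luc cells (1500/well) plated 24 h, then exposed 24 h to a dilution series; GF-AFC added 30 min at 37C, fluorescence 405/540 nm; normalised to medium-only and DMSO wells, Hill fit.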
IP6K1 inh: Primary qHTS assay for small molecule inhibitors of Inositol hexaphosphate kinase 1 (IP6K1). IP6K1 kinase, ADP-Glo luminescence, 2 h; stronger effect = lower value. activity change, % (series mostly up to about 58 µM). hit rate 0.81% among 140,000. AID 1645851, 2021; in the data active means activity change below about -25%
Target sequence (Q92551 whole entry, looked up): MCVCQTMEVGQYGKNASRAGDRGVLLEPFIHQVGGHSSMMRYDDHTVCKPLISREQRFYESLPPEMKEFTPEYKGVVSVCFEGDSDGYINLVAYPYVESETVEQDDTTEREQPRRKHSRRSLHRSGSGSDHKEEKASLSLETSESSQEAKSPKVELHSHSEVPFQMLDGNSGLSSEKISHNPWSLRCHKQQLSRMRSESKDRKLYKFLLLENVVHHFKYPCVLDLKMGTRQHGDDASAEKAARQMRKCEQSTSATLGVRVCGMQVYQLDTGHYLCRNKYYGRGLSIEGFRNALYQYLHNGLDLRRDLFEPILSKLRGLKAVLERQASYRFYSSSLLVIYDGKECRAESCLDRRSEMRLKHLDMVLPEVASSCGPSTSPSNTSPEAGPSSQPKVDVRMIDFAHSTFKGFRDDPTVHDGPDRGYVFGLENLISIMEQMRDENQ
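ADP-Glo luminescence measures ADP made by human IP6K1 during a 2 h RT reaction with ATP/IP6 (mix at 1.3 mM/130 uM); top library doses 57.5 and 19.1 uM final.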
HEK293 tox: Cytotoxic Profiling in HEK 293 Cell Line of Diverse Libraries Using Quantitative High-Throughput Screening; hit rate 6.6% among 94,000; AID 1345083, 2018; HEK 293 viability, ATP luminescence (CellTiter-Glo), 48-72 h; Potency, µM (highest dose often 115 µM), for the others: at the top dose activity change, negative = cytotoxicity, usual class: inhibitors; further: potency means the concentration at half of the fitted maximal effect; nearly all actives have a fitted effect of over 60% in size
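Cells seeded first (HEK 293, 250 cells/well), then compound added by pintool. Incubation ran 48 or 72 hr at 37 degree Celsius. CellTiter-Glo was added and luminescence imaged after 10 min at room temperature.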
SNCA expr inh: Primary qHTS assay for inhibitors of alpha-synuclein gene (SNCA) expression; HEK-293 SNCA-luciferase knock-in, luminescence, 24 h; Potency, µM (titrated, usually from 57.2 µM), for the others: at the top dose activity change, negative = inhibition, actives largely listed as inhibitors; hit rate 0.17% among 140,000;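 further: potency means the concentration at half of the fitted maximal effect; plate controls were DMSO cells for no effect and cell-free wells for full effect; nearly all actives have a fitted effect of over 45% in size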
GPT2 inhibitor: Primary qHTS assay for inhibitors of Glutamate pyruvate transaminase 2 (GPT2). Alanine aminotransferase 2 (Homo sapiens), Q8TD30. Recombinant GPT2, coupled pyruvate oxidase/HRP Amplex Red fluorescence. Potency, µM (titrated, usually from 57.7 µM), for the others: at the top dose activity change, negative = inhibition, hits mostly inhibitors. hit rate 0.25% among 100,000. AID 1671188, 2021; further: potency means the concentration at half of the fitted maximal effect; nearly all actives have a fitted effect of over 60% in size; many of its hits are not listed in these tables
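Fluorescence of coupled pyruvate oxidase/HRP/Amplex Red system (50uM Amplex, 30 min, dark) reports pyruvate formed by GPT2. Enzyme reaction: 10ng/uL GPT2, 2mM L-alanine, 250uM a-KG, 30 min room temperature, pH 7.5; 50uM AOA control.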
3T3 cytotox: Cytotoxic Profiling in NIH 3T3 Cell Line of Diverse Libraries Using Quantitative High-Throughput Screening; NIH 3T3 viability, CellTiter-Glo ATP luminescence, 48-72 h; AID 1345082, 2018; Potency, µM (titrated, usually from 96.7 µM), without a hit: at the highest dose activity change, negative = cytotoxicity, hits mostly inhibitors; hit rate 4.3% among 94,000; further: potency means the concentration at half of the fitted maximal effect; nearly all actives have a fitted effect of over 55% in size
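Cytotoxicity is measured as loss of cellular ATP: NIH 3T3 cells (400/well) are exposed to compound for 48 or 72 hr at 37 °C, then CellTiter-Glo luminescence is imaged after 10 min at room temperature.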
Starred values were filed as active, the others as inactive; i = inactive; ? = inconclusive; nt = not tested or not shown; & = joins results of further samples; [ ] = another dose, or the depositor's remark. Unless noted, the call rests on the fitted dose curve; in most records, active means well fitted curve in the direction sought with a large enough effect; inconclusive means small, poorly fitted or top-dose-only effect, or another doubt; inactive means no such curve, though single readings can be large; an effect the other way counts as inactive or inconclusive. Unless noted, on the % scale 0 is the no-effect control and ±100 the full control effect. Only part of the results is shown; rates above refer to the full screens.

molecule	Luciferase inh	HEK293 viab	IP6K1 inh	HEK293 tox	SNCA expr inh	GPT2 inhibitor	3T3 cytotox
O=C1OC(c2ccc(O)c(S(=O)(=O)O)c2)(c2ccc(O)c(S(=O)(=O)O)c2)c2c(Br)c(Br)c(Br)c(Br)c21	nt	2%[23.9 µM]	-65*	nt	-38%[25.6 µM]	5%	nt
CCC1(N2CCN(C(=O)COc3ccc(Cl)cc3C)CC2)CCN(C(=O)NC)C1 (stereo not drawn)	?	-2%	9	?	18%	i	?
COc1ccc([C@@H]2CN(C(=O)c3c(C)noc3C)[C@@H]3C4CCN(CC4)[C@@H]32)cc1	-7%	-5%	-12	-8%	-1%	i[11.5 µM]	-3%
CCCCCC(=O)N1C[C@H](C(=O)OCC)[C@H]2c3ccccc3N(CC3CC3)C(=O)[C@]21C	nt	-25%[23.9 µM]	-15	32µM*	?	i	?
COc1cc2c(cc1OC1CCCC1)NC(=O)C21CCN(Cc2nccn2C)CC1	-1%[172 µM]	-12%[87.6 µM]	-11	?	-5%[87.6 µM]	-13%[88.5 µM]	-14%[138 µM]
C[C@]12CC[C@H](O)C[C@H]1CC[C@@H]1[C@@H]2[C@H](O)C[C@]2(C)[C@@H](c3ccc(=O)oc3)CC[C@]12O	nt	?	-2	nt	nt	i	nt
Cc1noc(C)c1-c1cnc2[nH]cc(CC(=O)N3CCN(C)CC3)c2c1	4%[172 µM]	6%[87.6 µM]	4	?	53%[activator][87.6 µM]	i	?
CC(C)CN1Cc2ccccc2-n2ccnc2C12CCN(C(=O)c1ccco1)CC2	-12%	?	30	45µM*	0%	-9%	?
Cc1nc(-c2ccc(N(C)C)cc2)cc([C@H]2CN3CC[C@H]2C[C@@H]3CNC(=O)C(C)(C)C)n1	4%[172 µM]	?	12	56µM*	?	i	89µM*
CCCS(=O)(=O)NC[C@H]1C[C@@H]2CCN1C[C@@H]2c1cc(-c2cccs2)nn1C	8%[172 µM]	4%[87.6 µM]	11	-8%[172 µM]	14%[87.6 µM]	i	?
COc1ccc(-n2cc(C3=CCN(CCN4CCOCC4)CC3)cn2)cc1	4.5µM*	-13%	1	?	97%[activator]	-9%	?
Cc1ccc(Cn2nc(C(=O)N[C@@H]3C(C)(C)[C@@H]4CC[C@@]3(C)C4)cc2-c2ccc(Cl)c(C)c2)cc1	nt	2%	14	nt	nt	i	nt
CC(=Cc1csc(C)n1)[C@@H]1C[C@H]2O[C@]2(C)CCC[C@H](C)[C@@H](O)[C@@H](C)C(=O)C(C)(C)[C@@H](O)CC(=O)O1	nt	-17%	nt	nt	-26%	3%	nt
CC1=CC2/C=C(\C)CCC(O)C(O)/C=C/C(=O)OC23C(=O)NC(CC(C)C)C3C1C (stereo not drawn)	nt	-16%[23.9 µM]	22	nt	nt	3%[27.3 µM]	nt
CC(=O)Nc1ccc(OC[C@](C)(O)C(=O)Nc2ccc([N+](=O)[O-])c(C(F)(F)F)c2)cc1	nt	-6%&-4%	20	nt	10%	i	nt
COc1cc(OC(F)(F)F)ccc1C(=O)N1CCC(C(=O)O)(c2ccccc2)CC1	nt	8%	-5	-1%	-2%	?	i
O=C(c1ccc2c(c1)N(Cc1c(F)cccc1Cl)C(=O)c1ccccc1S2)N1CCC2(CC1)OCCO2	nt	-11%	23	nt	?	nt	nt
COP(=O)(OC)OC=C(Cl)Cl	nt	-5%[23.9 µM]	26	nt	-29%[25.6 µM]	?	nt
O=C(O)CSCC(=O)N1C[C@@H]2C[C@H](C1)c1c(-c3ccccc3F)ccc(=O)n1C2	-7%[172 µM]	14%[87.6 µM]	20	2%[172 µM]	2%[87.6 µM]	i	-2%[174 µM]
Cc1cc(C)nc(N2CC3CCC(C2)N3CC(F)(F)F)c1	nt	-2%	-6	4%[172 µM]	12%	1%	0%[138 µM]
O=C(O)COc1ccccc1	nt	-9%[23.9 µM]	-1	nt	-28%[25.6 µM]	5%	nt
O=C(Nc1ccccc1)[C@H]1CN2CCC1C[C@@H]2Cn1cc(C2(O)CCCCC2)nn1 (stereo partly drawn)	-5%[172 µM]	-5%[87.6 µM]	7	-27%[172 µM]	55%[activator][87.6 µM]	-4%[88.5 µM]	-27%[174 µM]
COc1cc2c(cc1-c1ccc(N3CCN(C)CC3)nc1)NC(=O)C21CCN(C(C)=O)CC1	-3%	0%	-5	-10%	18%	?	?
C[C@@H]1CCC2[C@@H](C)C(=O)OC3O[C@@]4(C)CCC1[C@]32OO4 (stereo partly drawn)	nt	-8%	-14	nt	nt	4%	nt

Two entries from above, with each value named:
O=C(c1ccc2c(c1)N(Cc1c(F)cccc1Cl)C(=O)c1ccccc1S2)N1CCC2(CC1)OCCO2
  Luciferase inh: nt	HEK293 viab: -11%	IP6K1 inh: 23	HEK293 tox: nt	SNCA expr inh: ?	GPT2 inhibitor: nt	3T3 cytotox: nt
COP(=O)(OC)OC=C(Cl)Cl
  Luciferase inh: nt	HEK293 viab: -5%[23.9 µM]	IP6K1 inh: 26	HEK293 tox: nt	SNCA expr inh: -29%[25.6 µM]	GPT2 inhibitor: ?	3T3 cytotox: nt

Continuation:
molecule	Luciferase inh	HEK293 viab	IP6K1 inh	HEK293 tox	SNCA expr inh	GPT2 inhibitor	3T3 cytotox
CC(C)C1=NOC2(CCCN(Cc3ccccn3)C2)C1 (stereo not drawn)	nt	5%[87.6 µM]	-3	-9%[172 µM]	71%[activator][87.6 µM]	i	-10%[138 µM]
COc1cccc(-c2nn3c(=O)cc(CN4CCN(C(=O)COc5ccccc5C)CC4)nc3s2)c1	nt	-16%	1	nt	16%	nt	nt
CC(=O)OC12C(O)C(C)C3(O)C4C=C(C)C(=O)C4CC(CO)=CC3C1C2(C)C (stereo not drawn)	nt	-1%[23.9 µM]	4	nt	nt	i	nt
CC(C)NC(=O)NC[C@H]1C[C@@H]2CCN1C[C@@H]2c1cc(-c2ccc(F)cc2)nn1C	16%[172 µM]	-1%[87.6 µM]	0	?	2%[87.6 µM]	-12%[88.5 µM]	?
Cn1ccnc1CN1CCN2C(=O)N(c3ccccn3)C[C@H]2C1	15%[172 µM]	0%[87.6 µM]	18	i	16%[87.6 µM]	-1%[88.5 µM]	i
CC[C@H]1CN2CC[C@H]1C[C@@H]2COC(=O)Nc1cc(OC)cc(OC)c1	-2%[172 µM]	7%[87.6 µM]	-15	100µM*	13%[87.6 µM]	-4%[88.5 µM]	?
Cc1ccc(C(=O)N2[C@H]3CC[C@@H]2c2cnc(C)nc2C3)cn1	-5%	-22%	5	0%	60%[activator]	i	-9%
CC(C)NCC(O)c1ccc([N+](=O)[O-])cc1 (stereo not drawn)	nt	17%[23.9 µM]	27	nt	27%[25.6 µM]	1%	nt
FC(F)(F)CN1C2CCC1CN(c1ccc(C(F)(F)F)cn1)C2	nt	-1%	-9	i	-13%	-5%	1%
COc1ccccc1NC(=O)Nc1ccc2n(c1=O)C[C@H]1C[C@@H]2CN(C(=O)C(=O)O)C1	-7%[172 µM]	-1%[87.6 µM]	6	-1%[172 µM]	-1%[87.6 µM]	i	0%[174 µM]
N#Cc1ccc(C(=O)N2C[C@@H]3C[C@H](C2)c2c(-c4ccc(Cl)cc4)ccc(=O)n2C3)cc1	16%[172 µM]	-1%[87.6 µM]	0	-20%[172 µM]	22%[87.6 µM]	-2%[88.5 µM]	-21%[174 µM]
COc1cc2c(cc1OCc1ccccc1)N(C(=O)Cc1ccc3c(c1)OCO3)CC21CCN(C)CC1	-16%	2%	7	79µM*	?	1%	?

Record cards (already shown):
Entry for CC(C)C1=NOC2(CCCN(Cc3ccccn3)C2)C1 (stereo not drawn) : Luciferase inh: nt; HEK293 viab: 5%[87.6 µM]; IP6K1 inh: -3; HEK293 tox: -9%[172 µM]; SNCA expr inh: 71%[activator][87.6 µM]; GPT2 inhibitor: i; 3T3 cytotox: -10%[138 µM]
Entry for CC(C)NCC(O)c1ccc([N+](=O)[O-])cc1 (stereo not drawn) : Luciferase inh: nt; HEK293 viab: 17%[23.9 µM]; IP6K1 inh: 27; HEK293 tox: nt; SNCA expr inh: 27%[25.6 µM]; GPT2 inhibitor: 1%; 3T3 cytotox: nt

Next part:
molecule	Luciferase inh	HEK293 viab	IP6K1 inh	HEK293 tox	SNCA expr inh	GPT2 inhibitor	3T3 cytotox
COc1cc2c(cc1-c1cccnc1)NC(=O)C21CCN(C(C)=O)CC1	9%[172 µM]	0%[87.6 µM]	-14	-13%[172 µM]	?	-3%[88.5 µM]	?
Cc1ncc2c(n1)C[C@@H]1CC[C@H]2N1C(=O)c1ccccc1F	0%	12%	12	4%	-27%	i	3%
CCCN1CCc2cc(O)cc3c2[C@H]1Cc1ccc(O)c(O)c1-3	nt	-8%	nt	nt	-16%	?	nt
N#Cc1cc2c(nc1SCC(=O)Nc1ccc(OC(F)(F)F)cc1)C1CCN2CC1	nt	0%	13	nt	-25%	nt	nt
O=C1NCCCCCCN[C@H]2CCCC[C@@H]12	2%	-2%	-12	-1%	-10%	i	-12%
CC(=O)O[C@@]12CO[C@H]1C[C@H](O)[C@@]1(C)C(=O)[C@H](O)C3=C(C)[C@@H](O)C[C@@](O)([C@@H](OC(=O)c4ccccc4)[C@@H]21)C3(C)C	nt	-9%	nt	nt	-5%	2%	nt
